# Screens: PubChem, several laboratories
# IEC-6 tox: IEC-6 cytotoxicity, counter-screen for KLF5 inhibitors; luminescence viability; inhibition, % at 5 µM; actives 0.78% (n = 290,000); in the data active means inhibition above about 22%;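 further: 0% = plate median of test compound wells and 100% = cytotoxic reference compound wells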
# AI-2 QS modul: Vibrio harveyi AI-2 quorum sensing modulation; Vibrio harveyi JMH597 AI-2 luminescence/OD600 ratio, 9 h; hits give low values; strain lacks LuxN and CqsS sensors; 0 = neutral-control median; activity change, % at 7.5 µM; actives 0.4% (n = 300,000); in the data active means activity change below about -75%, passing the limit was not always enough;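 further: luminescence divided by OD600 gain over 9 h not by final OD600 alone; inactives centre near 13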
# HSF1 inh: HSF1 inhibition; NIH3T3-HGL HSE-luciferase, MG132-induced, luminescence 8 h; hits give low values; activity change, negative = inhibition, % at 7.5 µM (by protocol); actives 0.77% (n = 300,000); AID 2098;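 active means more than half of replicate wells show activity change below -50%, luminescence cut by over half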;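 further: luciferase reports HSF-1 transcriptional activity via heat shock element; 0% = median of DMSO wells and -100% = zero luminescence signal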
# GSK3beta inhib: blocks human GSK3beta kinase activity | P49841 | actives 0.038% (n = 300,000) | GST-GSK3beta kinase, ADP-Glo luminescence, 60 min; hits give low values | AID 2097 | activity score (negative = inhibition), % at 10 µM;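 active means more than half of replicate wells score below -50%, meaning over 50% inhibition versus plate controls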;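 further: 0% = median DMSO wells and -100% = median GW8510 positive control wells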
# Target sequence (P49841 whole entry, looked up): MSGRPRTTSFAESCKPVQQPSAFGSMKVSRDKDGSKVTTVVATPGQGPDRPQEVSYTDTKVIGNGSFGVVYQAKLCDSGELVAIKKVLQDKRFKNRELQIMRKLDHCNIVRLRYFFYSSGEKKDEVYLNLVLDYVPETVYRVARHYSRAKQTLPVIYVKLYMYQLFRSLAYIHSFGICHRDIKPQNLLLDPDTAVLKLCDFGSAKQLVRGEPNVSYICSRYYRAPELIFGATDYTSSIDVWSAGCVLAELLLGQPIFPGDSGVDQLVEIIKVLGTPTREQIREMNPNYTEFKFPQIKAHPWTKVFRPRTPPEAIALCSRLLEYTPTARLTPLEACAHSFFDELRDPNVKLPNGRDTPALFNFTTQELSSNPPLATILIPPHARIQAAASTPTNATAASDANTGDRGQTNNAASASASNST
#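 Assay system: GST-fused GSK3beta enzyme, cell-free / Medium: Tris pH 7.5 buffer with MgCl2, DTT, BSA, heparin / Also added: peptide substrate plus 25 µM ATP (final) / Compound: 10 µM single point / Timing: kinase reaction with compound 60 min at room temperature / Detection: ADP-Glo luminescence / Benchmarks: DMSO neutral wells and GW8510 at 20 µM as positive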
# HSP90 refold inh: blocks HSP90-mediated luciferase refolding in reticulocyte lysate; Rabbit reticulocyte lysate, luciferase refolding luminescence, 3 h; inhibition, % at 5.6 µM; actives 0.91% (n = 290,000);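 active means inhibition above the screen-wide mean plus 3 SD, computed separately per campaign, cut at about 16% in these data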;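 further: 0% = DMSO wells and 100% = 60 µM geldanamycin wells; inhibitors lower the luminescence because luciferase stays unfolded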
# KLF5 inhibitor: inhibitors of KLF5 expression; DLD-1 KLF5 promoter-luciferase reporter, luminescence; inhibition, % at 5 µM; actives 0.23% (n = 290,000);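 active means inhibition above a per-plate limit of that plate's mean compound inhibition plus 3 SD, cut at about 60% in these data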;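 further: 0% = DMSO wells and 100% = LY294002 at 200 µM; higher means less KLF5 promoter-driven luciferase light; inactives centre near -14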
# HSF-1 act: increases HSF-1 driven luciferase reporter signal; NIH3T3-HGL HSF-1 luciferase reporter, MG132, 8 h; 100% = twice DMSO control signal; activation, % at 9 µM; AID 504408; actives 1.7% (n = 300,000);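 active means mean replicate activation of at least 50% with a set share of replicates each reaching 50%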;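 further: 0% = median of the neutral control wells and 100% = twice that signal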
# aSyn UTR inh: MLPCN primary screen, SNCA 5' untranslated region; inhibition, % (tested at 7.5 µM); AID 1813; alpha-synuclein 5'UTR reporter, inhibitor activity; actives 0.82% (n = 300,000); in the data active means inhibition above about 60%;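 further: H4 neuroglioblastoma cells stably carrying SNCA 5'UTR luciferase fusion; 0% = DMSO wells and 100% = positive control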
# GSK3A inh: blocks human GSK-3 alpha kinase; P49840; ADP-Glo luminescence, 60 min; inhibition, % at 10 µM; actives 0.1% (n = 320,000); AID 2650;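 in the data active means inhibition above about 50%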;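 further: GST-tagged GSK-3 alpha with peptide substrate and 25 µM ATP; 0% = DMSO neutral wells and 100% = GW8510 positive control wells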
# Target sequence (P49840 whole entry, looked up): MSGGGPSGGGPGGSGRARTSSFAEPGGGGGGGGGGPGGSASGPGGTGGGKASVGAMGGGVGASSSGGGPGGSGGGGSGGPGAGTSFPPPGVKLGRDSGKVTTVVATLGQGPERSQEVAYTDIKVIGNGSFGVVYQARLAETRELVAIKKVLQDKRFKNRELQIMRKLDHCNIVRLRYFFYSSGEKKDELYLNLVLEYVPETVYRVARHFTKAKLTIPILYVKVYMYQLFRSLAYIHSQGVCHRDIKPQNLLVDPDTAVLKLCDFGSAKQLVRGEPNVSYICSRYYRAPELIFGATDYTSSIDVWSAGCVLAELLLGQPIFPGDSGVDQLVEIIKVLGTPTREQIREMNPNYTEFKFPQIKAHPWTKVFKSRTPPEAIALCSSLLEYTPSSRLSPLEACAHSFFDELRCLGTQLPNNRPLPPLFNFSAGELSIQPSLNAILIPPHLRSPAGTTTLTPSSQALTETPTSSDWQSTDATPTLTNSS
# PolyA inhibitor: blocks polyadenylation in yeast reporter cells | S. cerevisiae SKY197-pL101 polyadenylation reporter, beta-gal luminescence; efflux-impaired pdr1/pdr3 knockout yeast; score 100 = 6 SD above DMSO | calls only at 12 µM | actives 0.02% (n = 300,000) | AID 1875;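 active means lowest replicate activity score at least 50, where 100 means six control SD above control mean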;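 further: yeast exposed to compound for 9 h at 30 °C; higher score means more reporter readthrough which indicates perturbed polyadenylation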
# * hit, by the source's call; i = inactive; x = no result given.
no.	Compound	IEC-6 tox	AI-2 QS modul	HSF1 inh	GSK3beta inhib	HSP90 refold inh	KLF5 inhibitor	HSF-1 act	aSyn UTR inh	GSK3A inh	PolyA inhibitor
1	CCCCN(C(=O)c1ccc(S(=O)(=O)N(CC)CC)cc1)c1c(N)n(CCC)c(=O)[nH]c1=O	1	27	-7	-1	0	-19	-15	-3	-2	i
2	O=C(COC(=O)c1cc([N+](=O)[O-])ccc1N1CCOCC1)Nc1ccc(Cl)cn1	-1	11	5	0	-2	16	-2	-8	43	i
3	CCNc1nc(N)nc(Oc2ccc(C(=O)OC)cc2)n1	0	-66	15	1	1	-83	34	-71	2	i
4	COc1ccccc1NC(=O)CCCn1c(=S)[nH]c2ccccc2c1=O	-5	14	-9	-3	1	-13	5	11	1	i
5	CC1CCN(c2ncnc3c2cnn3Cc2ccc(Cl)cc2)CC1	3	x	x	x	1	-17	x	x	0	x
6	CCn1c(-c2cc(-c3ccc(C)c(C)c3)nc3ccccc23)n[nH]c1=S	3	17	18	-3	1	-30	19	-39	0	i
7	O=C1NC(=S)N(C(=O)c2ccc(F)cc2)/C1=C/c1ccccc1	-3	39	6	2	-4	-16	43	7	-2	i
8	O=C(CSc1nnc(Cc2ccccc2)o1)NCc1ccc2c(c1)OCO2	4	13	0	4	0	-3	-12	2	-4	i
9	O=C(OCc1nc2ccccc2s1)c1ccc(Br)s1	0	3	-1	3	-4	-23	35	-72	-1	i
10	N#Cc1c(NC(=O)c2cc(C3CC3)on2)sc2c1CCC2	x	2	-4	-1	x	x	-4	-19	-3	i
11	CN(C)c1ccc(/C=N/NC(=O)c2ccc3c(c2)OCO3)cc1	4	26	9	-2	-1	-46	3	-104	-4	i
12	CCCN1CCN(C(=O)C2CCN(c3ncnc4c3nc3n4CCCCC3)CC2)CC1	-4	x	-4	2	-1	-16	-6	-3	-1	i
13	COc1cc2[nH]cc(C(=O)NCCc3ccccc3)c(=O)c2cc1OC	3	2	-6	5	1	-17	-25	-2	-2	x
14	Cc1cc2n(n1)C(c1cccs1)Nc1ccccc1-2 (stereo unspecified)	-1	-3	-12	0	-1	-30	-6	-2	-2	i
15	O=C(Cc1ccccc1)Nc1nc(-c2cccc([N+](=O)[O-])c2)cs1	1	13	2	3	3	-30	0	-14	-2	i
16	CC[N+](CC)(CC=C(C)C)CC(=O)OC	0	6	2	-5	0	-49	19	16	9	i
17	COC(=O)CNC(=O)c1cccs1	9	23	-6	0	3	-11	4	5	-2	i
18	CC1Oc2ccccc2OC1(O)c1ccccn1 (stereo unspecified)	0	14	7	2	0	-38	-12	-8	0	i
19	Cc1[nH]c2ccccc2c1C(=O)CSc1cccc[n+]1[O-]	2	17	0	-3	2	8	-18	-10	-2	i
20	COc1ccccc1N=c1c2c([N+](=O)[O-])cc([N+](=O)[O-])cc2n(O)n1-c1ccccc1OC	7	2	-3	2	-2	-30	12	1	-1	i
21	CCCc1cc(=O)oc2cc(OCC(=O)N3CCc4ccccc43)ccc12	-1	15	-3	0	0	12	-10	2	-2	i
22	CC(=O)N1c2ccc(S(=O)(=O)NCCC(=O)Nc3ncccc3C)cc2CC1C (stereo unspecified)	-2	20	4	2	-5	-13	2	22	-1	i
23	CCOc1ccc2[nH]c3c(NCCCOC)ncnc3c2c1	1	8	2	1	-3	-53	8	-96	-3	i
24	CC(C)(C)C(=O)CC1(O)C(=O)N(Cc2ccc(Cl)cc2)c2ccccc21 (stereo unspecified)	6	9	-5	-1	3	20	16	14	-8	i
25	Cc1cc(C)c(NC(=S)N(CCN(C)C)C(C)c2cccnc2)c(C)c1 (stereo unspecified)	-1	1	-6	-6	0	2	3	-31	-1	i
26	COCCOC(=O)c1c(C)oc2ccc(NS(=O)(=O)c3ccccc3)cc12	1	23	x	-1	4	-4	x	39	1	i
27	CCc1cccc(CC)c1NC(=O)COC(=O)CCc1cc(OC)c(OC)c(OC)c1	0	20	0	-4	-1	-15	-14	3	x	i
28	CC(C)Cc1nnc(NC(=O)c2cc(-c3ccccc3)nc3ccccc23)s1	5	4	6	-1	-3	-28	2	12	-5	i
29	COc1ccc(C2NC(=O)CS2)cc1OC (stereo unspecified)	-2	-1	16	-5	-4	-3	28	12	3	i
30	COc1cccc(N/C(C)=C/C(=O)c2ccc(Br)cc2)c1	-1	-4	6	1	-1	8	14	-172	-1	i
31	CC(=O)Nc1ccc(S(=O)(=O)NNC(=O)COc2ccc(C(C)(C)C)cc2)cc1	0	11	-7	4	-1	-1	12	2	2	i
32	CN(C)C(CNC(=O)CSc1nc2ccccc2c(=O)n1Cc1ccco1)c1ccccc1 (stereo unspecified)	x	19	5	1	x	x	12	-12	-1	i
33	O=C(Nc1ccc2oc(=O)ccc2c1)c1ccc(-c2ccccc2[N+](=O)[O-])o1	16	10	14	-1	7	-15	-8	-2	-3	i
34	Cc1nnc(NC(=O)c2ccc(S(=O)(=O)N3CCCCC3C)cc2)o1 (stereo unspecified)	-3	30	-9	-2	4	-26	1	16	5	i
35	COC(=O)C/C=C/[C@@H](C)[C@@H](/C=N/OCC[C@@H]1C=C[C@H](OC(C)=O)[C@@H](COC(C)=O)O1)NS(=O)(=O)c1ccc(C)cc1	-6	17	-1	6	-1	-7	-10	-7	16	x
36	COc1ccc(Cc2nc3ccc(S(N)(=O)=O)cc3[nH]2)cc1OC	-2	15	-3	2	-2	-15	8	6	-2	i
37	CC(=O)c1ccc(S(=O)(=O)N2CCC3(CC2)OCCO3)cc1	1	10	-1	2	-1	-21	-6	-7	0	i
38	Cc1ncsc1C(=O)Nc1cccc(C(F)(F)F)c1	2	6	10	1	1	-4	1	1	-1	i
39	N#Cc1c(Cc2cccc3ccccc23)nn(CCO)c1N	x	1	-5	-1	x	x	-10	-17	1	i
40	CCCn1nc2ccccc2c1P(=N)(N1CCOCC1)N1CCOCC1	-4	10	-8	4	1	-9	-1	-36	-3	i
41	CCOC(=O)c1cnc(SCC(=O)Nc2nnc(CC)s2)nc1N	2	41	4	1	2	13	0	-11	-5	i
42	COCC(C)N=C1NN=C(c2ccc(NC(C)=O)cc2)CS1 (stereo unspecified)	8	26	-7	-10	1	-19	-18	-9	0	i
43	COc1ccccc1CNC(=O)c1ccccc1NC(=O)C1=C(C)OCCS1	0	0	4	1	4	-12	28	-10	3	i
44	O=C(CN1CCOCC1)N1CCN(c2nnc(-c3ccccc3)c3ccccc23)CC1	0	13	-11	2	1	-1	-7	26	-1	i
45	Clc1ccsc1-c1ccnc(-n2cccc2)n1	2	31	1	2	4	-24	7	-62	1	i
46	Cc1ccc(/C=C/C(=O)N2CCCC(C(N)=O)C2)o1 (stereo unspecified)	7	10	-12	1	3	7	-1	16	-1	i
47	C=CCSc1nc(O)c(C2OC(=O)c3c2ccc(OC)c3OC)c(=O)n1-c1ccccc1 (stereo unspecified)	-1	24	0	3	-2	-26	0	7	-5	i
48	CCOc1ccc(OCC(O)CNC2CCN(Cc3ccccc3)CC2)cc1 (stereo unspecified)	2	21	1	-1	-1	-18	4	-20	-1	i
49	Cc1ccccc1CCN(CC(=O)NC1CCCCC1)C(=O)c1csnn1	3	15	6	2	1	-23	-5	-7	1	i
50	CCOP(=O)(OCC)C(Nc1ccccc1)c1ccc2c(c1)OCO2 (stereo unspecified)	x	-7	-3	2	x	x	-3	14	-2	i

# (next part)
no.	Compound	IEC-6 tox	AI-2 QS modul	HSF1 inh	GSK3beta inhib	HSP90 refold inh	KLF5 inhibitor	HSF-1 act	aSyn UTR inh	GSK3A inh	PolyA inhibitor
51	COc1ccc(-c2noc(-c3ccccc3C(=O)N3CCOCC3)n2)cc1	0	-13	-8	1	2	-26	0	-6	1	i
52	C=CCc1ccccc1OCCOc1ccc([N+](=O)[O-])cc1/C=N/NC(N)=O	1	17	-6	0	-3	10	-20	23	-2	i
53	COc1ccc(Nc2ncnc3c2cnn3Cc2ccccc2)cc1	0	-8	8	-2	0	10	-2	17	-3	i
54	COc1cc(OC)cc(-c2cc3nc(C)c(CCC(=O)O)c(=O)n3[nH]2)c1	3	20	2	2	1	-32	-1	-1	-1	i
55	O=C(COC(=O)c1ccc(CO)cc1)NCc1cccs1	6	10	-1	-4	-6	-13	-7	-16	-3	i
56	Cc1ccc(/C=C/C(=O)NCCc2c[nH]c3ccccc23)o1	-1	-11	15	0	-6	-21	11	-2	-1	i

# An excerpt of these results, with values under each structure.
# The line under a structure holds: IEC-6 tox, AI-2 QS modul, HSF1 inh, GSK3beta inhib, HSP90 refold inh, KLF5 inhibitor, HSF-1 act, aSyn UTR inh, GSK3A inh, PolyA inhibitor
43. COc1ccccc1CNC(=O)c1ccccc1NC(=O)C1=C(C)OCCS1
 : 0, 0, 4, 1, 4, -12, 28, -10, 3, i
44. O=C(CN1CCOCC1)N1CCN(c2nnc(-c3ccccc3)c3ccccc23)CC1
 : 0, 13, -11, 2, 1, -1, -7, 26, -1, i
45. Clc1ccsc1-c1ccnc(-n2cccc2)n1
 : 2, 31, 1, 2, 4, -24, 7, -62, 1, i
46. Cc1ccc(/C=C/C(=O)N2CCCC(C(N)=O)C2)o1 (stereo unspecified)
 : 7, 10, -12, 1, 3, 7, -1, 16, -1, i
47. C=CCSc1nc(O)c(C2OC(=O)c3c2ccc(OC)c3OC)c(=O)n1-c1ccccc1 (stereo unspecified)
 : -1, 24, 0, 3, -2, -26, 0, 7, -5, i
48. CCOc1ccc(OCC(O)CNC2CCN(Cc3ccccc3)CC2)cc1 (stereo unspecified)
 : 2, 21, 1, -1, -1, -18, 4, -20, -1, i
49. Cc1ccccc1CCN(CC(=O)NC1CCCCC1)C(=O)c1csnn1
 : 3, 15, 6, 2, 1, -23, -5, -7, 1, i
50. CCOP(=O)(OCC)C(Nc1ccccc1)c1ccc2c(c1)OCO2 (stereo unspecified)
 : x, -7, -3, 2, x, x, -3, 14, -2, i
51. COc1ccc(-c2noc(-c3ccccc3C(=O)N3CCOCC3)n2)cc1
 : 0, -13, -8, 1, 2, -26, 0, -6, 1, i
52. C=CCc1ccccc1OCCOc1ccc([N+](=O)[O-])cc1/C=N/NC(N)=O
 : 1, 17, -6, 0, -3, 10, -20, 23, -2, i
53. COc1ccc(Nc2ncnc3c2cnn3Cc2ccccc2)cc1
 : 0, -8, 8, -2, 0, 10, -2, 17, -3, i

# An excerpt; the hit share may differ from the screen's.
